Compound activity as filed in PubChem BioAssay.
OPRM1-OPRD1 ag: agonists of human mu-delta opioid receptor heterodimerization; P35372+P41143; cells, OPRM1-OPRD1 heterodimerization, luminescence; activation, % at 9.3 µM; 340,000 tested, 0.3% active; in the data active = activation above about 18%;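 note: 0% = vehicle-treated cells and 100% = reference agonist; values of inactives mirror those of a sister screen read the other way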
Ecoli viability: bacterial growth inhibition, counter-screen for AddAB inhibitors. E. coli V3065 growth, OD600 absorbance, 18 h. inhibition, % at 11.9 µM. 330,000 tested, 0.27% active;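 active = inhibition above the campaign's mean inhibition across all tested compounds plus 3 SD, cut at about 9.9% in these data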;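 note: uninfected addAB+ strain grown without phage in ampicillin broth; 0% = DMSO wells and 100% = ciprofloxacin 0.95 µg/ml wells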
Mot1-301 SUMO: blocks SUMOylation pathway, rescuing yeast Mot1-301 growth | S. cerevisiae Mot1-301 growth rescue, ATP luminescence, 38.5C; percent above DMSO median, 100 means doubled | growth rescue, % at 18.8 µM | 320,000 tested, 1% active | AID 2716;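 active = every valid replicate shows activation above 250% relative to neutral control wells; inactive = the rest, any valid replicate at or below 250%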;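 note: OY570 slx delta 5 strain wells were the positive control but not used for scaling; some compounds called inactive have numbers as strong as hits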
Tat export inh: blocks Tat-dependent protein export in E. coli | E. coli MC4100 TorA-mCherry Tat export, fluorescence | inhibition, % at 10 µM | 340,000 tested, 0.036% active;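 active = mean replicate inhibition at least 50% and at least half of replicates individually reaching 50%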;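 note: exported cargo escapes ClpAP degradation while cytoplasmic cargo is degraded and loses fluorescence; 0% = median of neutral control wells and 100% = median of NaSCN control wells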
phage Ecoli inh: E. coli growth loss with phage present | 360,000 tested, 0.26% active | growth absorbance | inhibition, % at 11.9 µM | AID 651602; in the data active = inhibition above about 11%
Arrestin-AP2 inh: human beta-arrestin and AP2 interaction inhibition | FITC-arrestin peptide / GST-AP2 beads, flow cytometry; AP2 beta2 appendage carries R879A mutation | inhibition, % at 10 µM | 340,000 tested, 0.31% active;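 active = inhibition above a set limit, near 3 SD of compounds lacking own fluorescence, cut at about 54% in these data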;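 note: plate controls were DMSO wells for no effect and 5 µM unlabelled arrestin peptide for full effect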
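Material – GST-tagged AP2 beta2-adaptin appendage (R879A) on 4 µm glutathione beads · Probe or stimulus – fluorescein-tagged arrestin peptide at 50 nM final · Timing – 12 min plus 1 h, RT · Detection – bead flow cytometry, FITC channel · Read-out basis – inhibition as reduced fluorescein signal on beads, percent · Medium – PBS plus Tween 20 (0.05%) and BSA (0.1%)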
Pemphigus Ab inh: inhibitors of pemphigus antibody binding to human desmoglein-3; P32926; DSG3-coupled beads, scFv-anti-DSG3-GFP binding, flow cytometry; active compounds read low; AID 588358; 310,000 tested, 0.48% active; binding (percent of control), % at 10 µM;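 active = binding more than 3 SD below its plate's average and above zero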;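 note: hits lower antibody fragment binding to DSG3; some compounds called inactive have numbers as strong as hits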
Target sequence (P32926 whole entry, looked up, the tested form may be a part): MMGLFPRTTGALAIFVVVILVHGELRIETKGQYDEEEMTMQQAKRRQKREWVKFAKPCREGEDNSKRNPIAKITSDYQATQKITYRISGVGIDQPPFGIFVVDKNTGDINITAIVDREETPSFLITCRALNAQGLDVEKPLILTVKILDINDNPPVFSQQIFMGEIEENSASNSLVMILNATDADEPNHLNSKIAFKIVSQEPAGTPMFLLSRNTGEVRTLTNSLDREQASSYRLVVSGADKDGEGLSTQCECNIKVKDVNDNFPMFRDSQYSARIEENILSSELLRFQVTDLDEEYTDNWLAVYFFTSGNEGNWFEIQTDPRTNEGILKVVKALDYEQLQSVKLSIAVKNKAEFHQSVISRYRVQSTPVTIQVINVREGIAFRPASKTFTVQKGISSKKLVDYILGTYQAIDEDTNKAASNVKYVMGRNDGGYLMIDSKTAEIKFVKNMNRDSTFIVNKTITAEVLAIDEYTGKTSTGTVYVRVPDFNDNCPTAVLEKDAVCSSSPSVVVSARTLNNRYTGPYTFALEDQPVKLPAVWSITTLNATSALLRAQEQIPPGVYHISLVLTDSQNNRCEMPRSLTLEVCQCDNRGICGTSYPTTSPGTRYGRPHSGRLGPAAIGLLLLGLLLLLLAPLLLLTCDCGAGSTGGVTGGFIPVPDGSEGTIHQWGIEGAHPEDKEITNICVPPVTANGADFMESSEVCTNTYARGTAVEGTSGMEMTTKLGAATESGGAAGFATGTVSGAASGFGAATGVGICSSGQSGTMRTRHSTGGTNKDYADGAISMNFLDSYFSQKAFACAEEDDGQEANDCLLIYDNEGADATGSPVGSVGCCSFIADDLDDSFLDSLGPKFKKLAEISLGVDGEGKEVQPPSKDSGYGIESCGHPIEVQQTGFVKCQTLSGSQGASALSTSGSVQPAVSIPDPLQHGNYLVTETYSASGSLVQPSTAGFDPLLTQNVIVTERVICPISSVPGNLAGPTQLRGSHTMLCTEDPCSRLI
PKA-R1A activ: activators of PKA-R1A complex. AID 504707. activation, % at 11.4 µM. PKA-R1A dissociation, Cy5-IP20 fluorescence polarization; scaled: DMSO 0%, 113 µM cGMP 100%. P00514+P68181. 340,000 tested, 0.083% active;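 active = percent activation above the mean of all tested compounds plus 3 SD, cut at about 19% in these data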;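 note: higher means more PKAc released from R1A so a rise in polarization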
PfHsp90 set2: inhibits growth of yeast expressing Plasmodium falciparum Hsp90; 310,000 tested, 0.32% active; inhibition, % at 9.4 µM; S. cerevisiae expressing PfHsp90, BacTiter-Glo ATP, 48 h; yeast lacking PDR1 and PDR3 efflux regulators;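 active = every replicate shows inhibition above about 80%, whatever the replicate mean, limit read from the data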;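 note: 0% = DMSO neutral controls and 100% = 20 µM radicicol positive controls; yeast relying on Plasmodium falciparum Hsp90 in place of its own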
AddAB inh: less growth of phage-infected E. coli with AddAB | E. coli expressing H. pylori AddAB, absorbance growth | inhibition, % at 11.9 µM | 330,000 tested, 0.29% active | AID 435030; in the data active = inhibition above about 12%;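 note: 0% = vehicle wells of infected cells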
MOR-DOR inv ag: inverse agonists of human mu-delta opioid receptor heterodimerization; P35372+P41143; cell-based MOR-DOR heterodimer luminescence, inverse agonism; inhibition, % at 9.3 µM; 340,000 tested, 0.21% active; AID 504357; in the data active = inhibition above about 22%, passing the limit was not always enough;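 note: 0% = cells with DMSO and 100% = wells without cells with DMSO; values of inactives mirror those of a sister screen read the other way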
Active calls of the source: *; . = not tested or not shown.

SMILES	OPRM1-OPRD1 ag	Ecoli viability	Mot1-301 SUMO	Tat export inh	phage Ecoli inh	Arrestin-AP2 inh	Pemphigus Ab inh	PKA-R1A activ	PfHsp90 set2	AddAB inh	MOR-DOR inv ag
CC1=[N+](C)c2ccc3ccccc3c2C1(C)C	9.5	0.1	-25	-82	4.8	0	98	14	9	1.3	-69
Cc1onc(-c2ccccc2)c1C(=O)Nc1ccc(S(=O)(=O)NC2=NCCCCC2)cc1	-1.9	1.0	-4	-2	3.2	26	104	4	5	0.8	11
CCN(CC)CCCNC(=O)c1ccc2c(Cl)c3c(nc2c1)CCCC3	-3.9	-3.7	81	-7	2.4	9	91	8	-42	-2.6	19
CCCC(=O)N1c2ccccc2[C@@H](N(C(C)=O)c2ccccc2)C[C@H]1C	-2.0	-1.8	-2	1	1.8	19	96	4	.	-0.7	12
O=C1NC2(CCCCC2)N=C1c1ccccc1	0.6	0.7	11	2	2.8	-5	113	-5	38	2.3	-3
CCCCNC(=S)NNC(=O)c1csc(C)c1	-4.8	0.2	3	16	2.6	5	99	-5	25	1.7	22
C#CCOC(=O)CCCNc1ccc([N+](=O)[O-])cc1[N+](=O)[O-]	-0.6	-0.2	518	2	1.2	15	.	-2	.	2.9	4
Cc1ccc(S(=O)(=O)CC(=O)Nc2nnc(C)s2)cc1	-2.8	1.0	-18	2	-0.1	-14	106	-3	-10	2.0	15
O=c1[nH]c(N2CCOCC2)cc2ccccc12	-2.5	-3.1	6	-16	2.3	0	105	-9	3	4.4	14
COc1ccccc1NS(=O)(=O)c1cccc(NC(=O)Nc2cccc(Cl)c2)c1	11	4.1	19	3	6.7	-5	93	-4	-33	6.1	-68
Cc1ccc(S(=O)(=O)N2CCCCC2)cc1NC(=O)C1CC1	-5.5	-0.3	6	6	0.0	10	.	-7	-2	-1.0	22
CCN1C[C@@H]2[C@@H]3C(=O)N(Cc4ccccc4)C(=O)[C@@H]3[C@](C)(C1=O)N2C(=O)c1ccc(Br)cc1	-0.8	.	.	7	1.0	0	95	10	-16	.	5
COC(=O)c1ccc(Oc2nc(Nc3ccc(F)cc3)nc(N3CCCC3)n2)cc1	-1.3	1.3	-23	-1	-1.3	-2	.	-6	0	-1.9	7
O=[N+]([O-])c1ccc(COc2ccc(CN3CCCCC3)cc2)cc1	-2.4	.	.	-10	1.7	36	100	0	8	.	11
CCCCNS(=O)(=O)c1cccc(S(=O)(=O)N2CCCC2)c1	-2.4	0.0	303*	15	0.7	3	105	0	16	1.8	14
O=C(NC1CCCCC1)C(c1ccccc1)N(Cc1ccco1)C(=O)Cn1cnc2ccccc21 (stereo not drawn)	.	.	.	2	2.5	-8	110	5	-4	.	.
Cc1c(C)n(C(=O)CN2CCN(c3ccccn3)CC2)c2ccccc12	-3.0	-0.5	254	-2	3.3	0	106	-10	-22	2.7	12
COc1ccccc1-c1nnn(C/C(N)=N/O)n1	-0.1	0.3	8	-1	2.7	3	.	-2	19	2.1	0
CC(=O)N=c1sc2nc3ccccc3nc2n1N(C(C)=O)C(C)=O	-1.0	2.2	.	-3	1.5	14	101	1	16	5.1	6
O=C(NN=C1CCN(Cc2ccccc2)CC1)C(O)c1ccccc1 (stereo not drawn)	-2.0	-0.7	7	-9	1.3	-1	.	5	-2	1.6	10
COc1ccc(S(=O)(=O)N2CCCCC2)cc1NS(=O)(=O)c1ccccc1F	-1.4	-0.8	1	-2	1.5	4	113	-9	7	1.2	7
O=C(COC(=O)c1ccc([N+](=O)[O-])cc1Cl)Nc1cccnc1Cl	4.1	-2.3	-15	8	-1.3	24	102	2	-44	0.0	-27
COc1ccc(CN2CC(C(=O)N3CCOCC3)CC2=O)cc1 (stereo not drawn)	-2.0	0.5	-4	-3	1.3	-3	103	2	11	1.3	11
COc1ccc(C(CNC(=O)c2c(C)nn(Cc3ccccc3)c2Cl)N2CCOCC2)cc1 (stereo not drawn)	-1.4	-0.9	-3	-10	-1.8	31	99	-5	19	-0.3	6
CCOc1ccc(OCC(=O)OCc2csc(CC(=O)Nc3ccccc3C)n2)cc1	-2.4	-1.9	6	-3	0.5	-15	107	-2	-9	2.4	13

(listing goes on)
SMILES	OPRM1-OPRD1 ag	Ecoli viability	Mot1-301 SUMO	Tat export inh	phage Ecoli inh	Arrestin-AP2 inh	Pemphigus Ab inh	PKA-R1A activ	PfHsp90 set2	AddAB inh	MOR-DOR inv ag
CCOC(=O)c1c(C)[nH]c(C)c1S(=O)(=O)NC(C)Cc1ccco1 (stereo not drawn)	-1.8	1.9	-1	3	1.8	23	97	-5	0	0.8	9
COc1ccc(NS(=O)(=O)c2c(C)[nH]c(C)c2C(=O)N2CCCCC2)cc1Cl	-2.1	0.7	99	-5	2.7	41	102	9	1	3.5	11
O=S(=O)(NCc1ccccc1)c1ccc(Cl)cc1	2.5	-0.2	4	-4	-0.2	-8	103	-7	-27	-0.4	-15
COc1cccc(C2C(C#N)=C(N)OC3=C2C(=O)CCC3)c1OC(=O)c1ccco1 (stereo not drawn)	-1.9	-2.5	-6	18	-1.0	0	.	-3	12	2.7	8
C=CCOc1cccc(/C=C2\C(=O)N(Cc3ccc(C)cc3)C(C)=C2C(=O)OC)c1	0.3	1.2	-24	-2	2.6	7	85	4	-18	2.8	-1
Cc1cc(C(=O)NC2CCCCC2C)c2ccccc2n1 (stereo not drawn)	-3.1	0.4	13	7	-0.9	-22	110	0	-4	1.7	16
N#CC1=C(N)Nc2ncnn2C1c1ccc([N+](=O)[O-])cc1 (stereo not drawn)	-1.3	2.5	599*	-8	1.1	-3	93	-8	-13	0.6	7
Cc1ccc(-c2cn(C[C@H]3CC[C@@H]([C@@H]4CC[C@H](Cn5cc(-c6ccc(C)cc6)nn5)O4)O3)nn2)cc1	-1.9	1.1	-15	-9	0.8	2	103	-7	-17	0.4	10
COc1ccc(NS(=O)(=O)c2cc(NC(=O)c3cc(=O)c4ccccc4o3)ccc2OC)cc1	3.3	-0.6	-5	-1	3.4	16	111	-13	.	-1.4	-16
O=C(CCSc1nc2ccccc2o1)Nc1ccccc1	-3.5	0.0	2	-4	0.9	-4	98	-5	-6	2.7	18
CC1=C(C(=O)Nc2ccc(Cl)cc2C(=O)N2CCC(C(N)=O)CC2)SCCO1	-1.8	-0.3	6	-1	0.6	-8	89	-12	0	1.5	9
O=C1Nc2ccccc2CCC1Sc1nnc(-c2ccc(Cl)cc2)s1 (stereo not drawn)	-0.3	-0.5	19	-3	3.9	-7	108	-8	.	0.0	1
COc1ccc(S(=O)(=O)N2CCCC(C(=O)NCc3ccncc3)C2)cc1Cl (stereo not drawn)	-2.6	0.6	-11	3	2.0	3	97	1	14	0.5	15
COc1ccc(NC(=O)N2CCCC2C(=O)Nc2cccc(C)c2C)cc1 (stereo not drawn)	-2.3	1.1	-5	-8	2.0	14	97	5	-1	1.4	13
Cc1[nH]c(C(=O)N/N=C/c2ccc(C(=O)O)cc2)c(C)c1C(=O)N/N=C/c1ccc(C(=O)O)cc1	-2.1	-0.3	8	8	2.1	6	99	-15	-1	4.5	11
Cc1cccc(C)c1NC(=O)COC(=O)c1cc(S(=O)(=O)Nc2ccc(Cl)cc2)ccc1O	-0.8	-0.1	.	-2	1.1	9	100	8	.	-2.5	4
Cc1noc(C)c1COc1ccc(C(=O)N2CCC(C(N)=O)CC2)cc1	0.5	-0.6	147	2	-1.6	-6	104	8	13	2.7	-2
O=C(c1cc2cc(Cl)ccc2[nH]1)N1CCN(c2ccccn2)CC1	-1.9	0.5	9	6	0.6	-9	119	4	3	-0.9	9
CC(O)C(=O)NCCOCCOCCNC(=O)C(C)O (stereo not drawn)	-3.2	0.2	108	-11	2.5	14	103	-8	6	1.8	15
CCOC(=O)CSc1nn(-c2ccccc2)c(=S)s1	-3.8	2.8	-5	-2	0.9	28	107	-4	-21	1.6	19
COc1cc(NC(=O)C2=C(N3CCOCC3)/C(=C\c3ccc(Br)cc3)CC2)cc(OC)c1OC	-1.5	-3.1	-3	5	1.1	35	105	2	1	0.6	8
CCC(=O)Nc1cccc(C2=NOC3(C2)C[C@@H](C(N)=O)N(C(=O)CC)C3)c1 (stereo partly drawn)	-0.6	1.5	-8	-4	1.4	44	106	2	-13	3.1	4
CCOc1ccccc1NC(=O)CCNS(=O)(=O)c1cccc2nsnc12	0.7	1.1	-1	-3	2.5	-4	94	-16	17	1.9	-6
O=P(OCC1CCCO1)(OCC1CCCO1)OCC1CCCO1 (stereo not drawn)	-3.1	.	.	-15	0.7	41	.	2	-7	.	15
COc1cc(NC(=O)c2ccc(F)cc2)c(OC)cc1Cl	-1.8	0.7	-19	3	2.9	-2	101	-3	61	-1.8	9

(list continues)
SMILES	OPRM1-OPRD1 ag	Ecoli viability	Mot1-301 SUMO	Tat export inh	phage Ecoli inh	Arrestin-AP2 inh	Pemphigus Ab inh	PKA-R1A activ	PfHsp90 set2	AddAB inh	MOR-DOR inv ag
O=C1NCCCC1C(=O)Nc1ccccc1C(F)(F)F (stereo not drawn)	-2.5	-0.5	-9	2	2.6	29	97	-1	3	-0.2	12
CCOC(=O)N1CCC(=NNC(=O)COc2cccc(C)c2)CC1	-1.6	1.2	33	-1	2.2	9	102	-2	-19	5.0	9
COc1ccccc1CNc1ncnc2c1cnn2-c1ccccc1	2.0	-0.7	22	-10	2.4	-1	98	-8	-20	-2.3	-11
O=C(NCc1cccnc1)c1ccccc1NS(=O)(=O)c1ccc(Br)cc1	0.7	1.0	-6	2	0.8	-10	101	10	9	1.7	-3
Cc1cc(C)nc(SCC(=O)c2ccc(O)c(O)c2)n1	1.1	-5.0	7	-6	0.5	13	109	-4	-20	-3.0	-6
CC1CCC(=NNS(=O)(=O)c2ccc([N+](=O)[O-])cc2)CC1 (stereo not drawn)	-0.8	.	.	-5	0.3	-1	96	-1	11	.	4
COC(=O)c1sc(N2C(=O)c3oc4ccccc4c(=O)c3C2c2cccs2)nc1C (stereo not drawn)	-2.4	.	.	5	0.2	22	97	-7	0	.	10
CCOc1ccc(C(CC(=O)O)NC(=O)c2cccs2)cc1 (stereo not drawn)	-4.3	-0.5	1	-3	4.5	-5	101	-2	9	2.4	19
O=S(=O)(NC1=NCCC1)c1cccc(NS(=O)(=O)c2ccc(F)c(Cl)c2)c1	-3.0	1.8	21	-1	-0.3	-12	102	8	19	-0.2	12
COc1ccc(/C(N)=N/OC(=O)c2cccc([N+](=O)[O-])c2)cc1OC	0.8	2.4	14	10	-0.8	-1	111	-10	.	5.6	-4
COCCNC(=O)CSc1ncnc2sc(-c3ccccc3)cc12	2.5	3.2	-3	-2	2.6	-6	103*	4	.	-0.1	-13
CC1CCN(CC(=O)Nc2ccc(S(=O)(=O)N3CCCCC3)cc2)CC1	-1.0	1.9	0	-1	1.3	5	114	-4	-4	3.9	5
